ABCB6 inh 2: ABCB6 transporter inhibitors, primary screen, K562-ABCB6 cells, flow cytometry, MLPCN library. ATP-binding cassette sub-family B member 6 (Homo sapiens), Q9NP58. K562-ABCB6 porphyrin accumulation, 1 h; hits give low values. fluorescence ratio to DMSO, % at 10 µM. actives 0.19% (n = 360,000);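 active = fluorescence ratio to DMSO below 75%, the collection mean minus 3 SD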;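 note: signal is porphyrin accumulated inside mitochondria; 100% equals median channel fluorescence of DMSO control wells; lower ratio means ABCB6 inhibition with less porphyrin fluorescence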
Glyco luc inh: increase of ERlucT glycosylation luciferase signal, primary screen, N-linked glycosylation inhibitor project, D54 ERlucT cells, luminescence, set 2. D54 ERlucT glycosylation luciferase reporter, 24 h; percent of 100 nM tunicamycin response. reporter increase, % at 12.5 µM. actives 0.23% (n = 360,000). AID 588692, 2011;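 active = mean luciferase reporter signal, scaled so untreated is 0 and the glycosylation-blocking control 100, at or above a set limit in every replicate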;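 note: luciferase carries N-glycosylation sites so blocking glycosylation raises the light; 0% = median of neutral control wells and 100% = median of 100 nM tunicamycin wells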
H9c2 protect: cardioprotection against H2O2-induced cell death, primary screen, uHTS, H9c2 cells, ATPLite luminescence; protection from H2O2 cell death, % at 20 µM; actives 0.63% (n = 360,000); H9c2 cardiomyocytes, H2O2 injury protection, 2 h; AID 588492, 2011;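 active = compounds giving at least 50% protection of heart cells from peroxide-induced death in the single-dose screen, raw or plate-pattern-corrected value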;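 note: 0% = DMSO wells with peroxide and 100% = DMSO wells without peroxide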
HTR2A ag: mouse Htr2a agonists via beta-arrestin recruitment, primary screen, cell-based, luminescence; CHO-K1 mHTR2A beta-arrestin complementation; percent of 30 µM serotonin response; activation, % at 7.6 µM; actives 0.66% (n = 360,000);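 active = activation above a run cutoff, the mean activation of all tested compounds plus 3 SD, cut at about 14% in these data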;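 note: 0% = plate median of compound wells and 100% = 30 µM serotonin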
Target sequence (P35363 whole entry, looked up): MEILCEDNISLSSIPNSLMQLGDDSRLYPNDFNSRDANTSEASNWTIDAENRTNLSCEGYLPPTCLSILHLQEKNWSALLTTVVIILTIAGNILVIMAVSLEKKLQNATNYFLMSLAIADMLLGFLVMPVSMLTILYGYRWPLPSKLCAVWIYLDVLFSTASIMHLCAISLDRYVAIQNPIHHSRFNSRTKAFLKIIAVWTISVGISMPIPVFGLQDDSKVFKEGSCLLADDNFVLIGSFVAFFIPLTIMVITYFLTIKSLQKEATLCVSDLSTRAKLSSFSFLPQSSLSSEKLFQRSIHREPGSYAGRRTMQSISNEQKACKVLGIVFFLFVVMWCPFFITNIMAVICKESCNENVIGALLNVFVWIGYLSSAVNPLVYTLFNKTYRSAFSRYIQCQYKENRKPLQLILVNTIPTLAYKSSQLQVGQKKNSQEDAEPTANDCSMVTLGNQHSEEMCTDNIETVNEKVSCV
MC4R barr agon: MC4R agonists recruiting beta-arrestin, primary screen, cell-based, luminescence, agonist arm of biased-ligand search. Melanocortin receptor 4 (Homo sapiens), P32245. U2OS MC4R beta-arrestin complementation; percent of melanotan II response, DMSO zero. activation, % at 8.9 µM. actives 0.98% (n = 360,000);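 active = activation above a per-plate cutoff, the mean activation of sample wells on that plate plus 3 SD, cut at about 8% in these data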
Target sequence (P32245 whole entry, looked up): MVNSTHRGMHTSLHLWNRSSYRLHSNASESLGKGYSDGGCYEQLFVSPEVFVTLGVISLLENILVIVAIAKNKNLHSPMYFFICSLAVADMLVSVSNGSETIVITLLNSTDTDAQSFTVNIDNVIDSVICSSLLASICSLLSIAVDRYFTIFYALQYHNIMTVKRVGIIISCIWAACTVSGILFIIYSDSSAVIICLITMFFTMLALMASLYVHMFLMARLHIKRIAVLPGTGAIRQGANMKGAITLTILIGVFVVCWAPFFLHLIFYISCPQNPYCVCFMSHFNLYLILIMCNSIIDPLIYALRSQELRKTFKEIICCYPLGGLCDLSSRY
MC4R antag cAMP: MC4R antagonists of cAMP signaling, primary screen, cell-based, TR-FRET, antagonist arm of biased-ligand search; inhibition, % at 6.5 µM; AID 540295, 2011; Melanocortin receptor 4 (Homo sapiens), P32245; actives 0.48% (n = 360,000); MC4R-expressing cells, MTII-stimulated cAMP, LANCE TR-FRET;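 active = inhibition above its plate's cutoff, the mean of tested wells on that plate plus 3 SD, cut at about 29% in these data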;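 note: 0% = Melanotan II alone and 100% = Melanotan II plus saturating MCL0020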
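system = U2OS cells with stable human MC4R expression | also added = Melanotan II challenge after compound preincubation | dosing = one concentration, 6.5 µM nominal | incubation = compound 30 min, challenge 1 h, detection 1 h | measured by = TR-FRET with Eu-cAMP and labeled anti-cAMP, 671 nm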
CaV13 ICDI inh: Primary screen for inhibitors of IQ motif and Ca2+-dependent inactivation inhibitor domain binding in CACNA1D, Förster resonance energy transfer in living cells, …; inhibition, % at 12.3 µM; actives 0.098% (n = 340,000); HEK cells, CFP/YFP FRET ICDI-IQ, plate reader, 10 min; percent FRET-ratio fall versus neutral wells; AID 743397;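 active = mean replicate inhibition of at least 30% and at least 1% of replicates passing that level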;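 note: 0% = median of the neutral control wells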
Exocytosis inh: LAMP-1 surface exposure blockers, TALL-104 cells – cell-based, flow cytometry, MLPCN library, primary screen; TALL-104 LAMP-1 surface exposure; cells stimulated with thapsigargin and PMA; inhibition, % at 10 µM; actives 0.66% (n = 360,000); AID 651702, 2012;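 active = inhibition above about 55%, limit read from the data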
PDI inh: inhibitors of human PDI, primary screen, biochemical, turbidity, single point, plate reader. actives 0.052% (n = 350,000). PDI insulin aggregation turbidity, A650, 90 min. inhibition, % at 10 µM;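 active = mean inhibition across replicates of 30% or more, whatever share of single replicates reach that level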;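 note: absorbance from insulin aggregation driven by PDI reduction with DTT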
ABHD5-PLIN5 inh: ABHD5-PLIN5 interaction inhibitors, primary screen, cell lysate, split luciferase complementation, luminescence | Perilipin-5 (Homo sapiens) + 1-acylglycerol-3-phosphate O-acyltransferase ABHD5 (Homo … | Split G. princeps luciferase complementation, 4 h | inhibition, % at 4 µM | actives 0.78% (n = 360,000) | AID 602281, 2012;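 active = inhibition above the mean inhibition across every tested compound plus 3 SD, cut at about 22% in these data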;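 note: 0% = DMSO only wells and the 100% control is not disclosed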
* hit, by the source's call; · = no result given.

Below each compound: ABCB6 inh 2, Glyco luc inh, H9c2 protect, HTR2A ag, MC4R barr agon, MC4R antag cAMP, CaV13 ICDI inh, Exocytosis inh, PDI inh, ABHD5-PLIN5 inh
> Cc1cc(C)cc(NS(=O)(=O)c2cc(Br)cnc2N)c1
→ 91, 1, -6, 6, 1.4, 0, -15, -2, 3, -2
> O=C(Oc1nsnc1N1CCOCC1)c1ccccc1
→ 101, 4, 10, -2, -2.0, 0, -7, -2, -5, -7
> Cn1c(=O)c(=O)n(C)c2cc(S(=O)(=O)N3CCCC3C(=O)Nc3ccc(F)cc3)ccc21 (configuration not stated)
→ 108, 1, 22, 1, -0.8, 13, -2, 1, ·, -3
> Cc1cccc(N(CC(=O)N/N=C/c2ccc(OCC(=O)NCc3ccco3)cc2)S(C)(=O)=O)c1C
→ 91, -1, -2, 3, 0.4, 4, -5, 0, -5, 4
> Cc1ccnc(NC(=O)C2CCC(CNc3c(N4CCCC4)c(=O)c3=O)CC2)c1 (configuration not stated)
→ 101, 4, -6, 4, -1.0, -3, -6, -4, -11, -3
> Cc1nn(C)c2ncc(C(N)=O)c(Oc3cccnc3)c12
→ 94, 1, 7, 8, -2.5, -2, -5, -2, 0, 0
> Cc1nc2cc(C(=O)O)ccc2n1C1CCCCC1
→ 95, 0, 8, 10, -1.9, -7, -8, -1, -3, 1
> O=C1CC(c2ccccc2)c2c(O)cc(O)cc2O1 (configuration not stated)
→ 88, 0, 2, -6, -1.6, 10, -2, 1, -3, -4
> O=C(NCCSCc1ccco1)Nc1cccc(Cl)c1
→ 90, 3, -4, -7, 2.4, 12, ·, -2, -1, -3
> COc1ccc(-c2cc3cc(OC)c(OC)cc3cn2)cc1OC
→ 97, 6, 16, 2, -0.9, 9, -4, 4, 7, 1
> Cc1ccc(C)c(Cn2c(=O)n(CCC(=O)NCc3ccco3)c(=O)c3ccccc32)c1
→ 94, 0, 8, 3, 2.6, -1, 0, 3, -9, -3
> COc1ccc(OCCCC(=O)Nc2nc(C)c(C(C)=O)s2)cc1
→ 93, 5, -8, 0, -1.5, 1, -7, -3, -3, -4
> CC(C)CCN(C(=O)C1CSC2(C)CCC(=O)N12)c1c(N)n(Cc2ccccc2)c(=O)[nH]c1=O (configuration not stated)
→ 99, -3, 1, 13, 0.2, 1, -3, 1, 8, -7
> O=C(Cn1cc2c(n1)CCCCC2)NC1CCCCCC1
→ 94, 2, -4, 0, -3.1, 7, -4, -3, ·, -4
> O=C(Cc1ccccc1)NNC(=O)C1CCCC1
→ 92, 1, 8, 0, -1.1, -2, 1, 0, 1, -5
> COc1ccc(C2=NN(C3=NN=C(N)Cc4ncnn43)C(O)(C(F)(F)F)C2)cc1 (configuration not stated)
→ 89, 1, -4, -3, -4.1, 1, -6, 0, -1, -3
> O=c1c2c(-c3ccccc3)csc2ncn1/N=C/c1ccc(O)c([N+](=O)[O-])c1
→ 96, -1, 2, 2, -1.3, 2, -6, -2, -3, -1
> O=C(CC(=O)N/N=C/c1cccs1)NCc1ccccc1
→ 98, -1, 3, 6, -1.7, 2, -3, 2, 7, 1
> Cc1ccc(CS(=O)Cc2ccc(C(=O)NCc3ccc4c(c3)OCO4)o2)cc1 (configuration not stated)
→ 101, 0, 4, -4, -0.8, 8, -2, -1, 4, 5
> COc1ccc(C2(C(=O)c3ccccc3)C(=O)c3ccccc3C2=O)cc1
→ 101, -3, -10, 3, 2.3, 22, ·, -2, -5, -5
> N/C(CC(=O)Nc1ccc(F)c(Cl)c1)=N\OC(=O)c1cccs1
→ 102, 2, -2, -7, 0.0, 36*, -21, -2, 4, 6
> COc1ccc(CCNC(=O)C(=O)NCc2ccc(Cl)cc2)cc1OC
→ 97, -1, 5, -4, -0.1, -1, -2, 5, 2, -3
> Cc1ccc(S(=O)(=O)N2CCN(Cc3ccco3)CC2)cc1C
→ 98, -3, -5, -9, -3.3, 3, -5, -4, 0, -8
> O=C1Nc2ccc(Cl)cc2C12Nc1ccccc1-c1nnc(SCc3ccccc3F)nc1O2 (configuration not stated)
→ 102, 2, -7, -4, -0.3, 5, -8, -8, -4, -7
> CC(=O)c1cccc(OCc2cc(C(=O)N(C)Cc3nccs3)no2)c1
→ 101, 0, 2, 3, 0.8, -1, -10, 7, 0, 1
> CCC(C)NC(=O)C1CCN(S(=O)(=O)c2ccc3[nH]c(=O)ccc3c2)CC1 (configuration not stated)
→ 101, 1, -10, -1, -0.7, 9, -12, -6, ·, 1
> Cc1csc(=O)n1CCC(=O)OCC(=O)NCc1ccc(Cl)cc1Cl
→ 98, 2, 0, 9, -2.1, 7, -7, 0, -2, 11
> CCOc1ccc(-c2nc(N)ncc2-c2ccc(Cl)cc2)c(O)c1
→ 103, -4, -11, 11, 2.9, 14, -5, 4, 0, -13
> COc1cccc(/C=N/NC(=O)C(=O)NCc2cccnc2)c1O
→ 104, 3, 79*, 1, 0.6, 2, -5, -4, -1, 0
> O=C(NN1C(=O)c2ccccc2NC12CCCCC2)c1ccccc1
→ 97, -2, 6, -3, -1.2, 2, -4, -7, -4, -4
> O=C(N/N=C/c1ccco1)c1cccc(N2Cc3ccccc3C2)c1
→ 95, 2, 6, -3, -0.9, 0, -1, 3, ·, 8
> COc1ccc2nc(NC(=O)CNS(=O)(=O)c3cccs3)sc2c1
→ 100, -4, -8, 11, -0.2, 3, -7, 10, -3, 1
> CC(=O)NC(CC(=O)OCC(=O)c1cc(C)ccc1C)c1ccccc1 (configuration not stated)
→ 106, 2, -1, 1, -1.9, 2, -2, 4, 3, 4
> COCCn1c(COC)nc2ccccc21
→ 96, 2, 22, 3, -1.5, 0, ·, -4, 6, -4
> CC(C)N1CCC1(C)C(=O)Nc1ccc2scnc2c1 (configuration not stated)
→ 86, -8, 4, 3, 0.4, 2, -5, -13, -14, 2
> O=C(NC1CCCC1)C1CCC(CNS(=O)(=O)c2ccc(F)cc2)CC1 (configuration not stated)
→ 102, -1, 1, -4, 0.0, 19, -5, -5, -2, -2
> CC(=O)c1ccc(S(=O)(=O)N(Cc2cc3cc4c(cc3[nH]c2=O)OCCO4)CC2CCCO2)cc1 (configuration not stated)
→ 104, 2, 7, -3, 0.0, 1, -5, 1, -7, -18
> O=C(O)/C=C\C(=O)Nc1ccc(OCc2ccccc2)cc1
→ 108, 0, 0, 3, 0.0, 1, -3, 0, 0, -2
> Cc1ccc(S(=O)(=O)N2CCN(C(=O)COC(=O)CNC(=O)c3ccc(C(C)(C)C)cc3)CC2)c(C)c1
→ 99, 2, -17, 7, -0.3, -3, -2, 14, 20, 3
> O=C(NC(=S)NC1CCS(=O)(=O)C1)c1ccccc1F (configuration not stated)
→ 95, 1, 3, -2, -1.8, 6, ·, -4, 1, 4

Results in Glyco luc inh, for 3 of the compounds above:
structure	Glyco luc inh
CC(=O)NC(CC(=O)OCC(=O)c1cc(C)ccc1C)c1ccccc1 (configuration not stated)	2
COCCn1c(COC)nc2ccccc21	2
CC(C)N1CCC1(C)C(=O)Nc1ccc2scnc2c1 (configuration not stated)	-8

The list goes on.
Below each compound: ABCB6 inh 2, Glyco luc inh, H9c2 protect, HTR2A ag, MC4R barr agon, MC4R antag cAMP, CaV13 ICDI inh, Exocytosis inh, PDI inh, ABHD5-PLIN5 inh
> CCCC[C@@H]1CNC(=O)C(=O)N1CC1CCCCC1
→ 100, ·, ·, -3, ·, ·, -11, -5, ·, 6
> CCOC(=O)c1cccc(NC(=O)c2c(NCc3ccccc3)[nH]c(=O)[nH]c2=O)c1
→ 99, 1, -6, 4, -2.1, -15, -3, -5, -2, -2
> CC(C)(C)NC(=O)CCN(/N=C/c1ccccc1O)C1=NS(=O)(=O)c2ccccc21
→ 87, 1, 12, 3, -0.8, 6, -4, -7, 21, 2
> CCN(CC)S(=O)(=O)c1cccc(C(=O)Nc2cccc(C)c2)c1
→ 95, 1, -3, 1, 0.3, 5, -5, -4, -5, -1
> CC(=O)C1=C(C)Nc2ncnn2C1c1ccccc1Cl (configuration not stated)
→ 98, 1, 8, -3, 0.0, -1, -8, 4, 3, -6
> O=C(COC(=O)/C=C/c1ccc(F)cc1)NC(=O)NCc1ccccc1
→ 98, 3, 8, 4, -0.5, 18, -10, 4, 8, 5
> O=C(CN1CCN(C(=O)c2ccco2)CC1)Nc1ccccc1-c1ccccc1
→ 100, 0, -3, 3, -2.9, 4, -5, -2, -12, 3
> O=C(O)c1cc(-c2ccc3ccccc3c2)nc2ccc(F)cc12
→ 118, -2, -15, 12, 0.9, 8, -4, 4, -7, -21
> O=C1c2ccccc2C2=Nc3ccccc3SC(c3cccc(F)c3)C12 (configuration not stated)
→ 104, -1, -17, -9, -2.7, 8, -5, 0, -3, -1
> Cc1cc(C)cc(Oc2nc3ccccn3c(=O)c2/C=C(\C#N)C(=O)NC2CCS(=O)(=O)C2)c1 (configuration not stated)
→ 102, 9, 1, 5, 1.1, -4, -4, 10, 2, 20
> COc1ccc(/C(C)=N/Nc2nc(C)c(C(C)=O)s2)cc1
→ 96, -1, 8, -3, -2.9, -4, -2, -2, 4, 1
> CCOc1cccc(CN2CCCC(N3CCN(c4cccc(Cl)c4)CC3)C2)c1O (configuration not stated)
→ 91, 1, 2, -5, 0.3, 2, -5, 66*, 7, 3

Source: PubChem (several laboratories)
